Source: PubChem BioAssay (several laboratories)
RmlCD inh mix: RmlC/RmlD inhibition, mixture screen; 110,000 tested, 0.39% active; inhibition, % at 5.5 µM; RmlC/RmlD coupled enzyme inhibition, 384-well mixture HTS; in the data active = inhibition above about 30%, passing the limit was not always enough; note: strong numbers were not always called active
RT RNaseH block: inhibitors of HIV-1 reverse transcriptase RNase H. P04585. RT-RNase H RNA/DNA duplex cleavage, fluorescence. inhibition, % at 10 µM. 65,000 tested, 1.9% active; in the data active = inhibition above about 50%
* marks the source's active call; other numbers are inactive results; . = not tested or not shown.

Preview (7 entries):
smiles	RmlCD inh mix	RT RNaseH block
N[C@@H](C(=O)N[C@@H]1C(=O)N2C(C(=O)O)=C(Cl)CS[C@H]12)c1ccccc1	-9	59*
CC12CC3(C)CC(C)(C1)CC(NC(=O)N1CCCC1)(C2)C3	-9	.
OC(COc1ccc(Cl)c2ccccc12)CN1CCN(c2ccccn2)CC1 (centres undefined)	-14	-11
CCN(CC)c1ccc(NC(=O)c2cnc3ccccn3c2=O)c(C)c1	-9	-1
COC(=O)C1CCN(C(=O)CSc2nnc(-c3ccncc3)o2)CC1	3	-1
Cc1c(NC(=O)OCCSc2nc(N(C)C)nc(N(C)C)n2)sc(=S)n1C	-1	-8
N#Cc1nc(-c2ccc(OCc3ccccc3)cc2)oc1NCCCn1ccnc1	-53	-13

Results (from the top)
smiles	RmlCD inh mix	RT RNaseH block
N[C@@H](C(=O)N[C@@H]1C(=O)N2C(C(=O)O)=C(Cl)CS[C@H]12)c1ccccc1	-9	59*
CC12CC3(C)CC(C)(C1)CC(NC(=O)N1CCCC1)(C2)C3	-9	.
OC(COc1ccc(Cl)c2ccccc12)CN1CCN(c2ccccn2)CC1 (centres undefined)	-14	-11
CCN(CC)c1ccc(NC(=O)c2cnc3ccccn3c2=O)c(C)c1	-9	-1
COC(=O)C1CCN(C(=O)CSc2nnc(-c3ccncc3)o2)CC1	3	-1
Cc1c(NC(=O)OCCSc2nc(N(C)C)nc(N(C)C)n2)sc(=S)n1C	-1	-8
N#Cc1nc(-c2ccc(OCc3ccccc3)cc2)oc1NCCCn1ccnc1	-53	-13
CCOc1cccc(OCCOCCN2CCCC2)c1	.	1
CCOC(=O)c1c(NC(=O)c2ccoc2C)sc(C)c1C	-5	.
COCCN(CCOC)S(=O)(=O)c1ccc(C(=O)Nc2nc(-c3ccncc3)cs2)cc1	12	-5

(continued)
smiles	RmlCD inh mix	RT RNaseH block
Clc1ccc(CSc2nc3ccncc3[nH]2)cc1	-11	.
O=C(O)CCc1ccc(-c2cccs2)n1-c1ccc(C(=O)O)cc1	-11	31
CN(CC(=O)Nc1cccc2ccccc12)c1ccc(S(=O)(=O)N2CCOCC2)cn1	46	.
C=CCN1CN(S(=O)(=O)c2cccs2)c2nc3ccccc3nc21	10	-28
COc1cccc(-c2nnc(SCc3nc4ccccc4s3)n2C)c1	-17	.
CCN(CC)C(=O)CSc1nnc(-c2cnccn2)n1-c1ccc(C)cc1	-10	0
Cc1cnn(-c2cc(N/N=C/c3ccccc3)ncn2)c1	-8	.
COc1ccc(C2CC(c3ccccc3C)n3nc(N)nc3N2)cc1 (centres undefined)	6	4
COc1ccccc1-n1c(O)c(C=NCCN2CCNCC2)c(=O)[nH]c1=O	-11	.
COc1cccc(-c2csc(N3CCN(C(=S)Nc4ccccc4OC)CC3)n2)c1	-6	.

(next part)
smiles	RmlCD inh mix	RT RNaseH block
CCOC(=O)CC(=O)CSc1nc(-c2cccnc2)cc(C)c1C#N	2	-14
Cc1cc(C)c(S(=O)(=O)NCC23C=CC(O2)C2C(=O)N(c4ccccc4)C(=O)C23)c(C)c1 (centres undefined)	-11	.
C=CCNC(=O)CSc1nnc(-c2cccs2)o1	0	.
CC(C)=CCc1c(O)cc2c(c1O)C(=O)CC(c1ccccc1)O2 (centres undefined)	1	.
COc1ccc(-n2ccnc2SCC(=O)Nc2ccc(OC)cc2OC)cc1	-88	-17
Cc1ccc(CN2CCSc3ccc(C(=O)N4CCN(c5ncccn5)CC4)cc32)cc1	-17	-9
COC(=O)C1Cc2c([nH]c3ccccc23)C(C)N1 (centres undefined)	-13	-1
N#Cc1c(NC(=O)CSc2ncnc3sccc23)oc(-c2ccco2)c1-c1ccco1	2	74*
N[C@@H](CO)c1nnc([C@H](CCC(=O)O)NC(=O)C2CCNCC2)o1	8	.
Cc1ccc(C2N(c3nccs3)C(=O)C3CCCN32)cc1 (centres undefined)	-13	-21

More structures follow:
smiles	RmlCD inh mix	RT RNaseH block
O=C(CP(=O)(c1ccccc1)c1ccccc1)Nn1cnnc1	-3	-9
COc1ccnc(N2CCN(c3cccc(C(F)(F)F)c3)CC2)c1C#N	5	.
CN1C(=S)SC(C)(C)C1NO (centres undefined)	0	-11
COC(=O)c1cc(Cl)c(NC(=O)c2cc(OC)c(OC)c(OC)c2)cc1OC	17	.
CN1CCc2cc3c(c4c2C1CC41CCC(=NO)CC1)OCO3 (centres undefined)	5	4
CC1(C)NC(=O)N(CCCSc2ccc(Cl)cc2)C1=O	7	5
Cc1cnc(NC(=O)c2ccc(-c3nc4ccccc4s3)o2)s1	-15	2
Cc1ccc2[nH]c(=O)c(COC(=O)c3ccccn3)cc2c1	19	-23
Cc1ccc2c(c1)C1CN(C)CCC1N2C(=O)Nc1cccc(Cl)c1 (centres undefined)	7	.
CCOC(=O)c1c(NC(=O)c2cccs2)sc(C)c1C	0	-3

(further entries)
smiles	RmlCD inh mix	RT RNaseH block
Cc1ccc2c(c1)-c1cc(C)nn1C(c1ccc3c(c1)OCO3)N2 (centres undefined)	.	-8
O=C1c2ccccc2C(Nc2ccc(S(=O)(=O)N3CCOCC3)cc2)N1c1ccccn1 (centres undefined)	8	.
COc1cc(CNC2CCCC2)cc(OC)c1OC	7	-1
CCCN(CCC)S(=O)(=O)c1ccc(NS(C)(=O)=O)cc1	8	-4
NCCCC[C@H](N)c1nnc([C@H](CC(=O)O)NC(=O)C2CCNCC2)o1	36	.
Cc1c(Cl)cccc1NC(=S)N1CCN(Cc2ccccc2)CC1	3	.
CCOc1ccc2nc(S(N)(=O)=O)sc2c1	5	-17
CC(=O)N(C)c1ccc(NS(=O)(=O)Cc2ccccc2)cc1	-6	18
O=C(Nc1ccon1)c1cc2ccccc2oc1=O	-8	.
Cc1nc(-c2ccccc2O)n(-c2ccccc2)n1	6	.

Remaining list, next part.
smiles	RmlCD inh mix	RT RNaseH block
CCc1nnc(NC(=O)CSc2nnc(Cc3cccn3C)n2C)s1	14	-2
CCN(CC)S(=O)(=O)c1ccc2c(c1)nc(SCc1nc3ccsc3c(=O)[nH]1)n2CC	1	36
COc1cc2c(=O)n(Cc3ccco3)c(=O)n(CC(=O)c3cccc(Br)c3)c2cc1OC	-8	11
COC(=O)COc1ccc2occ(C(C)=O)c2c1	-14	-5
CN1/C(=C\C(=O)CN2C(=O)NC3(CCCCCC3)C2=O)C(C)(C)c2ccccc21	8	8
Cc1oc(-c2ccccc2F)nc1CN1CCC(C(=O)NCc2cccs2)CC1	-6	-4
CNCCC(Oc1ccccc1OC)c1ccccc1 (centres undefined)	0	.
O=C(COC(=O)c1ccc(S(=O)(=O)NCc2ccco2)cc1)Nc1ccccc1OC(F)F	3	8
CCOc1ccccc1N/C=C(\C#N)c1nc2ccccc2n1C	-82	.
O=S1(=O)CC(O)C(N2CCC(c3ccccc3)CC2)C1 (centres undefined)	5	-6

Additional entries:
smiles	RmlCD inh mix	RT RNaseH block
C=CCn1c(=O)c2ccccc2n2c(SCc3nnc(-c4ccccc4Br)o3)nnc12	0	4
CC1(C)C2CC[C@]3(C)C(CC=C4[C@@H]5C[C@@](C)(CO)[C@@H]6C[C@@]5(CC[C@]43C)C(=O)O6)[C@@]2(C)CC[C@@H]1O (some centres undefined)	-12	.
C=CCNC(=S)Nc1sc2c(c1C(=O)OCC)CC(C(C)C)OC2 (centres undefined)	-9	.
COC(=O)CCC(=O)OC1(C)C(=O)C=C2C=C(C3CC3)N(C3CC3)C=C2C1=O (centres undefined)	9	.
CSc1nsc(/C=C/Nc2ccc(Cl)cc2)c1C#N	8	.
O=C(NCCN1CCOCC1)C1CCC(CNS(=O)(=O)c2ccc(Cl)cc2)CC1 (centres undefined)	-5	.
CCOC(=O)Cc1csc(NC(=O)COc2ccccc2OC)n1	-3	-15
O=C1CC(C(=O)Nc2ncccn2)C(c2ccccc2)O1 (centres undefined)	2	-7
Cc1nnc(Sc2nc(Sc3nnc(C)s3)nc(N3CCN(C)CC3)n2)s1	.	-8
Cc1ccc(-c2noc(C3CCCN(S(=O)(=O)c4ccc5ccccc5c4)C3)n2)o1 (centres undefined)	12	.

Following part
smiles	RmlCD inh mix	RT RNaseH block
O=c1[nH]c(=O)n(Cc2ccco2)c2c1C(C(F)(F)F)(C(F)(F)F)N=C(c1ccco1)N2	-12	-6
COc1ccc(CN2CCN(C(=O)COc3cccc(C)c3)CC2)c(OC)c1	6	-41
CN(C)/C=C(\C#N)C(=O)c1cccc(Oc2ccc(Br)cc2)c1	-9	.
CN(C)S(=O)(=O)c1cccc(C(=O)NCCc2ccccc2)c1	-4	-6
CCOC(=O)c1c(NC(=O)CSc2nnc(-c3cccnc3)o2)sc(C)c1C	31	-13
CCOc1ccc(CCNS(=O)(=O)c2cnc[nH]2)cc1OCC	4	-21
Cc1cc(-c2c(C)[nH]n(-c3ccc(Cl)cc3)c2=O)n[nH]1	-11	.
CCN(c1nc(N)c(C(=O)N=C(N)N)nc1Cl)C(C)C	4	.
CCc1ccccc1NC(=S)N(CCN(C)C)C(C)c1ccccn1 (centres undefined)	162	.
COCCNC(=O)NC1(C(F)(F)F)Oc2ccc(Cl)cc2O1 (centres undefined)	-5	-18

Following part.
smiles	RmlCD inh mix	RT RNaseH block
COc1ccc(Cl)cc1S(=O)(=O)NCc1cccs1	-18	-52
CCOC(=O)c1ccccc1Oc1c(F)c(F)nc(NCCO)c1F	-14	.
CC1(NC(=O)N2CCOCC2)CCS(=O)(=O)C1 (centres undefined)	1	.
COC(C[C@H](O)C[C@@H](O)[C@H](C)OCc1ccccc1)OC	-15	.
CCN(CC)S(=O)(=O)c1cccc(C(=O)NCC2CCCO2)c1 (centres undefined)	-7	.
CCOC(=O)c1sc(NC(=O)c2cccnc2)c(C#N)c1C	5	.
CCOc1ccc(C(=O)Nc2c3c(nn2-c2cccc(Cl)c2)CS(=O)C3)cc1 (centres undefined)	1	4
O=C(c1ccccc1F)N1CCN(S(=O)(=O)c2ccc(S(=O)(=O)N3CCCCC3)cc2)CC1	8	77*
CCOC(=O)c1c(P(=O)(N2CCOCC2)N2CCOCC2)noc1N	-6	-10
CCCCCCC(C)n1[nH]c(=O)c2c(C)cc(=O)[nH]c21 (centres undefined)	.	-7

(cont.)
smiles	RmlCD inh mix	RT RNaseH block
Cc1ccc(-c2nnc3n2CCCCC3)cc1	-9	.
S=C(c1ccc(-c2ccccc2Cl)o1)N1CCOCC1	-17	95*
CC(C)(C)c1ccc(NC(=S)NCc2cccs2)cc1	-4	.
COc1ccc(C(=O)CSc2nccc(=O)[nH]2)cc1	8	1
Cc1ccc(COn2c(-c3ccc(Cl)cc3)nc3ccc([N+](=O)[O-])cc32)cc1	7	.
COc1ccc(NC(=O)C2C(=O)N(C)C3(C)CC2c2ccccc2O3)cc1 (centres undefined)	3	3
CCOC(=O)c1cc(C#N)c(N2CCCCC2)nc1-c1ccccc1	-61	.
O=C(C1CCCCC1)N1CCN(c2ccccc2F)CC1	-10	-6
COc1cc(S(=O)(=O)Nc2cccnc2)ccc1F	-10	-13
O=C1CC(SCc2nc3ccccc3[nH]2)C(=O)N1c1cccc(F)c1 (centres undefined)	.	27

Part of the list above, with each value named.
COc1ccc(NC(=O)C2C(=O)N(C)C3(C)CC2c2ccccc2O3)cc1 (centres undefined)
  RmlCD inh mix: 3
  RT RNaseH block: 3
CCOC(=O)c1cc(C#N)c(N2CCCCC2)nc1-c1ccccc1
  RmlCD inh mix: -61
  RT RNaseH block: .
O=C(C1CCCCC1)N1CCN(c2ccccc2F)CC1
  RmlCD inh mix: -10
  RT RNaseH block: -6
COc1cc(S(=O)(=O)Nc2cccnc2)ccc1F
  RmlCD inh mix: -10
  RT RNaseH block: -13

Carrying on.
smiles	RmlCD inh mix	RT RNaseH block
CCN(CCCNC(=O)CCc1nc(-c2ccc(C)cc2)no1)c1cccc(C)c1	1	5
COc1cc(S(=O)(=O)Nc2ncccc2C)c(OC)cc1Cl	-13	-17
COc1ccc(N=C2S/C(=C\c3ccc(C)s3)C(=O)N2CC(C)C)cc1	-5	.
O=C(Nc1ccc(OC(F)(F)F)cc1)c1cnc2n(c1=O)CCS2	-12	5
O=C(O)CCSc1nnnn1-c1ccccc1	11	-2
O=C(CNC(=O)c1ccco1)NCC(=O)OCc1ccc(Cl)cc1	-10	.
COCc1nc2ccccc2n1Cc1ccccc1Br	22	-54
CCOC(=O)Nc1cc(C)ccc1OC	6	-7
COc1ccccc1N/C(=N/S(=O)(=O)c1ccc(C)cc1)c1ccc(Cl)cc1	-9	.
CCOC(=O)c1c(C)n(C)c2ccc(OC(=O)c3ccoc3)cc12	11	2

Further entries follow.
smiles	RmlCD inh mix	RT RNaseH block
COc1ccc(S(=O)(=O)N(C)CC(=O)N2CCC(C(N)=O)CC2)cc1	-13	-4
CNC(=S)N1N=C(c2ccc(OC)cc2)CC1c1ccc(N(C)C)cc1 (centres undefined)	2	.
CC1Cc2ccccc2C(=O)N1 (centres undefined)	-14	1
Cn1cccc1Cc1nnc(SCC(=O)Nc2cccc(F)c2)n1CCc1ccccc1	-14	-36
COc1ccc(Cl)cc1C(=O)Nc1ccccc1N1CCN(C)CC1	-59	-5

Single records, as listed above:
COc1ccc(Cl)cc1C(=O)Nc1ccccc1N1CCN(C)CC1 reads RmlCD inh mix = -59; RT RNaseH block = -5
Cn1cccc1Cc1nnc(SCC(=O)Nc2cccc(F)c2)n1CCc1ccccc1 reads RmlCD inh mix = -14; RT RNaseH block = -36

This is a subset. The share of hits here may be higher or lower than overall.
